All columns: NCI-60 one-dose screen, growth in % after 48 h at 10 µM unless noted; 100 = growth as untreated, 0 = no growth, -100 = all killed.
T-47D: T-47D breast cancer; 79,000 tested, 5% active
MDA-MB-231: MDA-MB-231 breast cancer; 81,000 tested, 5% active; AID 1794789
BT-549: BT-549 breast cancer; 78,000 tested, 4.4% active; AID 1794793
MOLT-4: MOLT-4 leukemia cells; 80,000 tested, 6.9% active; AID 1794779
MCF7: MCF7 breast cancer; 82,000 tested, 6.3% active; AID 1794796
K-562: K-562 leukemia | 78,000 tested, 7.4% active
SR: SR leukemia cells; 73,000 tested, 8.7% active
MDA-MB-468: MDA-MB-468 breast cancer; AID 2202374; 78,000 tested, 8.5% active
The depositor's hits bear a star; . = no result given; & = joins results of further samples; ! = not confirmed by another sample. Rule for the calls: active = growth percent below 10; inactive = the rest.

1) CCN(CC)CCOC(=O)Nc1cc(C(F)(F)F)ccc1Cl
2) C=C(C)[C@@H]1CC=C2c3sc(-c4ccc(Oc5ccc(C(F)(F)F)cn5)cc4)nc3C[C@@H](C)[C@]2(C)C1
3) O=C(N/N=C/c1ccc(Br)o1)c1[nH]c2ccc(Br)cc2c1-c1ccccc1
4) O=S(=O)(Nc1ccc2ccccc2c1)c1ccccc1
5) Cc1cc(=O)oc2cc(OCCOc3ccc(/C=C/C(=O)N4CCOCC4)cc3)ccc12
6) Fc1ccc(NCc2nnc(-c3ccc(Cl)cc3)o2)cc1
7) CCc1ccc(-c2ccc(-n3nc(C)c(C#N)c3N)cc2)cc1
8) CCOc1ccc(N=Nc2ccc(N)cc2N)cc1
Assay by compound	1	2	3	4	5	6	7	8
T-47D	101	80	27	.	85	57	58	90
MDA-MB-231	106	99	-73*	85	103	56	95	84
BT-549	100	104	-28*	.	123	78	80	119
MOLT-4	111	90	-1.0*	91	98	50	66	54
MCF7	94	81	0.1*	88	90	55	91	81
K-562	98	83	7.9*	82	87	54	57	51
SR	107	113	5.0*	86	69	71	75	.
MDA-MB-468	105	79	5.3*	84	107	57	55	100

9) CS(=O)(=O)c1ccc(NN)c([N+](=O)[O-])c1
10) CCOC(=O)c1c2c(c(-c3ccc(OC)cc3)n1Cc1cccc(OC)c1)CCCc1cnoc1-2
11) CCC(=O)C(CC)c1ccc(C)cc1 (stereo not drawn)
12) CC[C@H](Nc1ncnc2nc[nH]c12)c1nc2cccc(CC(=O)c3ccc(C(=O)NO)cc3)c2c(=O)n1-c1ccccc1
13) Nc1cc2c3ccccc3ccc2c2ccccc12
14) C/C(=N/NC(=O)c1cc2ccccc2oc1=N)c1ccccc1
15) Cc1cc(=O)[nH]n1-c1ccc(C#N)cc1N
16) CCCC(=O)OC1CCCCC1
Assay by compound	9	10	11	12	13	14	15	16
T-47D	.	62	.	51	66	90	96	96
MDA-MB-231	92	81	98	100	80	110	116	110
BT-549	100	.	103	86	119	94	95	109
MOLT-4	96	71	101	67	62	103	106	88
MCF7	97	81	91	78	69	77	99	99
K-562	97	70	.	86	62	100	94	88
SR	96	66	100	68	77	87	96	75
MDA-MB-468	96	88	99	61	90	95	108	99

17) Cc1ccc(C)c(NC(=O)c2sc3c(=O)[nH]cnc3c2C)c1
18) O=C1N/C(=N\c2nccs2)S/C1=C\C=C/c1ccccc1
19) NC1=C(O)C(=O)C(c2ccc3c(c2)CCC3)O1 (stereo not drawn)
20) COc1c(O[C@H]2O[C@@H](CO)[C@@H](O)C(O)C2O)cc2oc3cc(O[C@H]4O[C@@H](CO)[C@@H](O)C(O)C4O)c(CC=C(C)C)c(O)c3c(=O)c2c1CC=C(C)C (stereo partly drawn)
21) COc1ccc(/C=C/C(=O)Nc2ccc(-c3nc4ccc(F)cc4s3)cc2)cc1
22) CCOC(=O)C(C#N)(CC)CC
23) COc1ccc2c(c1)OC[C@@H](c1ccc(O)cc1O)C2
24) CCCNC(=O)/C(=C/c1c[nH]c2ccccc12)NC(=O)/C=C/c1cccs1
Assay by compound	17	18	19	20	21	22	23	24
T-47D	87	33	.	95	91	121	83	95
MDA-MB-231	97	52	.	93	97	116	99	97
BT-549	80	.	96	120	87	107	104	109
MOLT-4	70	.	112	86	72	113	67	103
MCF7	63	16	104	105	39	92	111	91
K-562	30	.	120	91	80	107	91	.
SR	16	.	.	93	81	100	88	104
MDA-MB-468	67	44	98	115	-13*	96	94	116

25) CCOC(=O)CSCC(=O)OCC
26) Cc1nn(-c2ccccc2)cc1/C=C(\C#N)C(=O)Nc1sc2c(c1C#N)CCCC2
27) COC(=O)C(Cc1ccccc1)NC(=O)NC(=O)NC(=O)CI (stereo not drawn)
28) CSc1nc2ccccc2c(=O)n1CCc1ccccn1
29) O=C(/C=C/c1ccccc1)c1cccc(O)c1
30) CC(=O)NCCCCN1CCCCC1
31) C=C(C)[C@@H]1CC[C@]2(C)[C@H](CC=C3[C@@H]4[C@@H](C)[C@H](C)CC[C@]4(C=NCCCNCCCCNCCCN)CC[C@]32C)[C@@]1(C)CCCN
32) C(=C\c1nc2ccccc2[nH]1)/c1nc2ccccc2[nH]1
Assay by compound	25	26	27	28	29	30	31	32
T-47D	92	113	59	92	98&98	97	97	78
MDA-MB-231	109	101	.	78	105	112	103	90
BT-549	81	119	79	86	95&80	95	95	118
MOLT-4	99	102	-31*	93	85&87	100	96	80
MCF7	103	102	41	75	14&15	98	91	74
K-562	103	101	-19*	105	72&51	107	94	90
SR	111	98	-42*	91	6.3*!	106	64	93
MDA-MB-468	101	99	83	87	90&111	104	105	106

33) O=C(O)CN1C(=O)/C(=C/c2cc3cc4c(cc3nc2Cl)OCO4)SC1=S
34) CC(C)C(C)(NC(=O)c1ccccc1)C(=O)O (stereo not drawn)
35) O=Cc1ccc(OCC(=O)OCCCN2C(=O)c3ccccc3C2=O)cc1
36) O=C(O)c1ccccc1N/N=C/c1ccccc1
37) Cc1cc(NCCCNc2ccnc3cc(Cl)ccc23)nc(Nc2ccc(C(=O)N3CCCCC3)cc2)n1
38) O=C(O)COc1cccc2cccnc12
39) O=C1/C(=C/c2ccc(Cl)cc2)C=C(c2ccc(F)cc2)N1Cc1ccccc1
40) O=C(c1ccccc1)c1ccc2nc(-c3ccccc3Br)[nH]c2c1
Assay by compound	33	34	35	36	37	38	39	40
T-47D	93	108	108	97	-33*	101	73	-59*
MDA-MB-231	101	101	111	108	-39*	98	71	-8.5*
BT-549	112	103	84	108	70	106	83	-76*
MOLT-4	109	110	100	90	21	93	32	-15*
MCF7	89	95	94	95	7.0*	104	77	-6.4*
K-562	104	111	106	106	0.1*	99	41	-3.3*
SR	96	110	90	97	-32*	89	.	-23*
MDA-MB-468	117	97	86	112	-19*	107	51	-57*

41) O=C(NNc1nc2ccccc2nc1/C=C/c1cccc([N+](=O)[O-])c1)Nc1cccc(Cl)c1
42) CCCCCCCCCCCCCCCCCCOc1ccccc1CC(=O)OCC[N+](C)(C)C
43) COC(=O)c1ccc(Br)cc1
44) CCCCCCCCCCCCCCCCCC(O)(CC)CC
45) CCOC(=O)c1sc2ccc(NCc3cnc[nH]3)cc2c1NC(=O)c1ccccc1
46) Cc1cccc2c3c(sc12)C(c1ccc(Cl)cc1)C(C#N)=C(/N=C/c1ccc(Cl)cc1)O3 (stereo not drawn)
47) Cc1c(Nc2nnc(SCC(=O)Nc3sc4c(c3C#N)CCCC4)s2)c(=O)n(-c2ccccc2)n1C
48) COc1ccc2c(c1)c(-c1cc(N)n3nc(-c4c[nH]c5ccccc45)cc3n1)cn2C
Assay by compound	41	42	43	44	45	46	47	48
T-47D	75	29	106	99	88	51	97	-64*
MDA-MB-231	83	-2.3*	114	114	88	28	98	-76*
BT-549	75	47	105	113	94	23	113	.
MOLT-4	65	-7.4*	103	108	99	14	93	-1.5*
MCF7	43	34	94	99	95	9.9*	94	-72*
K-562	78	19	100	104	99	8.8*	94	1.8*
SR	73	11	92	111	104	24	98	6.5*
MDA-MB-468	72	-39*	109	96	.	11	107	-74*

49) CN1CCN(CCCOc2ccc3ncnc(Nc4ccc(Oc5cccc(F)c5)c(Cl)c4)c3c2)CC1
50) N#Cc1c(-c2ccccc2)cc(-c2ccccc2)n(CCCCCCC(=O)O)c1=O
51) O=C(NCNC(=O)c1ccccc1)c1ccccc1
52) NC(=O)CSc1ccc(Cl)cc1
53) C/C(=C1/SC(=S)NC1=O)c1ccccc1
54) Cc1[nH]n(C(N)=O)c(=O)c1N=Nc1ccc(S(=O)(=O)N=C(N)N)cc1
55) COC(=O)c1ccc2oc(NC(=O)c3ccc(NCCc4ccccc4)c([N+](=O)[O-])c3)nc2c1
56) CCOc1ccc(-n2nc(C(=O)Nc3ccc(OC)c(O)c3)nc2-c2cc(OC)c(OC)c(OC)c2)cc1
Assay by compound	49	50	51	52	53	54	55	56
T-47D	21	91	.	99	104	118	.	89
MDA-MB-231	-65*	95	87	98	118	104	97	66
BT-549	90	101	.	99	.	122	86	103
MOLT-4	-3.3*	98	104	96	96	110	.	75
MCF7	3.0*	68	98	99	98	93	75	91
K-562	-30*	94	106	101	104	99	92	.
SR	1.1*	88	108	45	99	98	.	69
MDA-MB-468	-66*	89	96	97	96	99	104	101

57) O=C1CC2C=CCN2C=C1c1cccs1 (stereo not drawn)
58) O=C(N/N=C/c1ccc([N+](=O)[O-])s1)c1[nH]c2ccc(Br)cc2c1-c1ccccc1
59) COc1ccc(-c2c3c(nn2Cc2ccccc2)CCc2cnoc2-3)cc1OC
60) O=S1(=O)NCCN1CCNc1nccc(-c2c(-c3cccc(O)c3)nc3sccn23)n1
61) CCCCN(CCCC)CC(O)c1cccc2cc(Cl)ccc12 (stereo not drawn)
62) Cc1ccc2nc(-c3ccc(C(=O)N/N=C/c4ccccc4)cc3)[nH]c2c1
63) COC(=O)N[C@H]1CCc2c(Cl)c(OC)c(OC)c(OC)c2-c2ccc(SC)c(=O)cc21
64) O=C1CCC(C(=O)NN(c2ccccc2)c2ccccc2)N1 (stereo not drawn)
Assay by compound	57	58	59	60	61	62	63	64
T-47D	82	60	81	106	75	97	40	103
MDA-MB-231	111	-24*	76	87	36	105	-2.1*	110
BT-549	99	-19*	111	135	106	109	-4.7*	30
MOLT-4	87	9.2*	76	110	56	104	4.0*	50
MCF7	99	7.6*	90	103	64	89	11	98
K-562	91	5.3*	91	.	60	102	7.0*	12
SR	96	7.3*	74	62	49	101	2.1*	20
MDA-MB-468	105	25	108	97	72	111	-19*	94

Given with bars between the fields: 4 of the compounds above
no. | canonical_smiles | T-47D | MDA-MB-231 | BT-549 | MOLT-4 | MCF7 | K-562 | SR | MDA-MB-468
59 | COc1ccc(-c2c3c(nn2Cc2ccccc2)CCc2cnoc2-3)cc1OC | 81 | 76 | 111 | 76 | 90 | 91 | 74 | 108
60 | O=S1(=O)NCCN1CCNc1nccc(-c2c(-c3cccc(O)c3)nc3sccn23)n1 | 106 | 87 | 135 | 110 | 103 | . | 62 | 97
61 | CCCCN(CCCC)CC(O)c1cccc2cc(Cl)ccc12 (stereo not drawn) | 75 | 36 | 106 | 56 | 64 | 60 | 49 | 72
62 | Cc1ccc2nc(-c3ccc(C(=O)N/N=C/c4ccccc4)cc3)[nH]c2c1 | 97 | 105 | 109 | 104 | 89 | 102 | 101 | 111

Other records follow:
65) CCCCCCCCN(CCCCCCCC)CC(O)c1cc(-c2ccccc2)nc2ccc(OC)cc12 (stereo not drawn)
66) Cc1ccc(NC(=O)CN2CCN(c3ncnc4c3cnn4-c3ccccc3)CC2)cc1
67) CN(C)c1ccc(/C=C2\C(=O)Nc3c2ccc(Cl)c3Cl)cc1
68) [2H]C([2H])([2H])Oc1ccc(/C=C/C(=O)/C=C(O)/C=C/c2ccc(OC([2H])([2H])[2H])c(OC([2H])([2H])[2H])c2OC([2H])([2H])[2H])c(OC([2H])([2H])[2H])c1OC([2H])([2H])[2H]
69) O=C(N/N=C/c1c[nH]c2ccccc12)Nc1ccc(Cl)cc1
70) CC(=O)N1Cc2ccccc2C(C)Cc2ccccc21 (stereo not drawn)
71) COc1cccc(C(=O)NC(c2ccc(C)cc2)c2cc(Cl)c3cccnc3c2O)c1 (stereo not drawn)
72) Nc1nc2c(c(=O)[nH]1)C(c1ccc3c(c1)OCO3)C=C(C(=O)O)N2 (stereo not drawn)
Assay by compound	65	66	67	68	69	70	71	72
T-47D	77	79	80	64	75	105	6.1*	106
MDA-MB-231	64	81	98	91	97	104	31	121
BT-549	79	85	92	86	53	112	12	92
MOLT-4	9.8*	68	107	87	19	99	11	106
MCF7	67	74	54	25	57	97	18	93
K-562	52	60	97	57	52	109	7.4*	100
SR	5.0*	53	73	41	64	.	11	103
MDA-MB-468	104	87	.	75	47	112	-8.7*	107

Source: PubChem (NCI)
